Compound activity as filed in PubChem BioAssay.
RGS4-Gao reg: modulators of RGS4 binding to Galphao, primary screen, biochemical, multiplexed bead flow cytometry. binding response (% of control), % at 10 µM. actives lie on both sides. 220,000 tested, 0.33% active. Guanine nucleotide-binding protein G(o) subunit alpha (Homo sapiens), P09471; in the data active = binding response below about 49% or above about 150%; inactive = in between;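 note: fluorescent Galphao activated with aluminum fluoride binding bead-coupled RGS4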
Bcl-B Bim block: inhibitors of Bim-Bcl-B binding, primary screen, biochemical, multiplexed, human Bcl-2 family; Bcl-2-like protein 10 (Homo sapiens), Q9HD36; inhibition, % at 10 µM; bead-based flow cytometry, Bim peptide-Bcl-B binding; 190,000 tested, 0.073% active;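 note: 0% = tracer peptide without compound and 100% = reference inhibitor peptide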
Target sequence (Q9HD36 whole entry, looked up): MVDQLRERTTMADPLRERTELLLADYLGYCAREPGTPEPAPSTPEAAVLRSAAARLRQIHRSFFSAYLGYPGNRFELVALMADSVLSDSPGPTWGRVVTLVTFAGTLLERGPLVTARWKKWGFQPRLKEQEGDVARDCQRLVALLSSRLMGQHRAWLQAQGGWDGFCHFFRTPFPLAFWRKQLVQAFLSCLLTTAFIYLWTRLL
Bcl-2 Bim block: inhibitors of Bim-Bcl-2 binding, primary screen, biochemical, multiplexed, human Bcl-2 family; Apoptosis regulator Bcl-2 (Homo sapiens), P10415; Bead-based flow cytometry, Bim peptide-Bcl-2 binding; inhibition, % at 10 µM; 190,000 tested, 0.06% active; AID 950, 2007; in the data active = inhibition above about 40%; inconclusive = no clear call, values can overlap the other calls;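 note: 0% = no compound wells with probe peptide and 100% = reference peptide inhibitor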
Target sequence (P10415 whole entry, looked up): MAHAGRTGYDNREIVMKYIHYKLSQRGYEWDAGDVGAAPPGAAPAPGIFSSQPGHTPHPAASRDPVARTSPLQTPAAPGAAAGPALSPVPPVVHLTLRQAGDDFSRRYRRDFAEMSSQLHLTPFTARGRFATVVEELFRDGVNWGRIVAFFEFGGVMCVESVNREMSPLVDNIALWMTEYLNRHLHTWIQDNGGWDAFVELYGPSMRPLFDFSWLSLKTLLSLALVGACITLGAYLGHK
ABCG2 inh: ABCG2 efflux pump inhibitors, primary screen, multiplex with ABCB1, IgMXP3 cells, flow cytometry. inhibition, % at 6.6 µM. AID 1325, 2008. 190,000 tested, 0.1% active. JC-1 efflux. Broad substrate specificity ATP-binding cassette transporter ABCG2 (Homo sapiens), Q9UNQ0;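 active = inhibition above 80%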;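 note: 0% = DMSO and 100% = nicardipine control wells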
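Incubation: cells with compound and JC-1, 10 min at 25 °C, rotating, no wash / Test system: IgMXP3 (ABCG2) plus far-red-tagged CCRF-Adr (ABCB1) cells / Compound dosing: one concentration, 6.6 µM final / Also added: JC-1 fluorescent substrate / Evaluation: efflux inhibition in percent versus controls / Detection: flow cytometry, 530 nm JC-1 signal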
RGS7-Gao: RGS7-Galphao binding modulators, primary screen, biochemical, multiplexed bead flow cytometry; binding response (% of control), % at 10 µM; AID 1439, 2008; 220,000 tested, 0.35% active; Guanine nucleotide-binding protein G(o) subunit alpha (Homo sapiens), P09471; actives lie on both sides; in the data active = binding response below about 49% or above about 150%; inconclusive = no clear call, values can overlap the other calls; inactive = in between;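 note: fluorescent Galphao held in activated GDP-AlF4 state binding bead-coupled RGS7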
Bcl-W Bim block: inhibitors of Bim binding to Bcl-W, primary screen, biochemical, multiplexed, bead-based flow cytometry; Bcl-2-like protein 2 (Homo sapiens), Q92843; Bim peptide-Bcl-W binding; inhibition, % at 10 µM; 190,000 tested, 0.02% active; AID 952, 2007;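 note: 0% = bound tracer without compound and 100% = peptide blocker; higher means less fluorescent Bim peptide bound to Bcl-W beads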
Target sequence (Q92843 whole entry, looked up): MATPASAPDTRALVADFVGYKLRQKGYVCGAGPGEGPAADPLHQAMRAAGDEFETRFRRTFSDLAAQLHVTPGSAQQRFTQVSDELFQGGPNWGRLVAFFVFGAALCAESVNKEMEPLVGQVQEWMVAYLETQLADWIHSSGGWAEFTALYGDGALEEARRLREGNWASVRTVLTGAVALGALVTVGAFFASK
RGS8-Gao reg: RGS8-Galphao binding modulators, primary screen, biochemical, multiplexed bead flow cytometry; Guanine nucleotide-binding protein G(o) subunit alpha (Homo sapiens), P09471; actives lie on both sides; response (percent of control binding), % at 10 µM; 220,000 tested, 0.34% active; in the data active = response below about 60% or above about 140%; inactive = in between;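 note: Galphao activated as the GDP aluminium fluoride complex binding bead-coupled RGS8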
ABCB1 block: ABCB1 efflux pump inhibitors, primary screen, cell-based, multiplex, flow cytometry, ABCG2 counter-screen | ATP-dependent translocase ABCB1 (Homo sapiens), P08183 | CCRF-Adr cells, JC-1 efflux | inhibition, % at 6.6 µM | 190,000 tested, 0.067% active | AID 1326, 2008; in the data active = inhibition above about 40%;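 note: 0% = vehicle and 100% = reference inhibitor; higher value means more JC-1 retained so stronger ABCB1 efflux block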
Bim-Bfl-1: inhibitors of Bim binding to Bfl-1, primary screen, biochemical, multiplexed, bead-based flow cytometry; Bim-Bfl-1 binding inhibition; 190,000 tested, 0.12% active; inhibition, % at 10 µM; Bcl-2-related protein A1 (Homo sapiens), Q16548;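 note: 0% = wells without compound plus tracer and 100% = blocker peptide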
Bim-Mcl-1: inhibitors of Bim peptide binding to Mcl-1, primary screen, biochemical, bead-based flow cytometry, multiplex. Induced myeloid leukemia cell differentiation protein Mcl-1 (Homo sapiens), Q07820. Bim peptide-Mcl-1 binding. inhibition, % at 10 µM. 190,000 tested, 0.1% active. AID 1009, 2008;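 note: 0% = no compound tracer wells and 100% = peptide blocker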
Target sequence (Q07820 whole entry, looked up): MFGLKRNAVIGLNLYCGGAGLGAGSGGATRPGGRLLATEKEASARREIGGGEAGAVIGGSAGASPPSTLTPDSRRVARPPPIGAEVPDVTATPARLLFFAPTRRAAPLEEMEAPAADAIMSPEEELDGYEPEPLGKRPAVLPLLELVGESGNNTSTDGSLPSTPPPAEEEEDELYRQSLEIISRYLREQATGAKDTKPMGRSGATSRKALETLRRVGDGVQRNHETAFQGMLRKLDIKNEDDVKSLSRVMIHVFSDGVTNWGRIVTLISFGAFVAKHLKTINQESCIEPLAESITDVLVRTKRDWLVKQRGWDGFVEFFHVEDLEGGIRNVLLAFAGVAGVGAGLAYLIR
Bim-Bcl-XL: inhibitors of Bim-Bcl-XL binding, primary screen, biochemical, multiplexed, bead flow cytometry, human Bcl-XL; Bcl-2-like protein 1 (Homo sapiens), Q07817; 190,000 tested, 0.04% active; inhibition, % at 10 µM; Bim peptide-Bcl-XL binding, fluorescence
* hit, by the source's call. Cut-off read from the data, not from the text of the source, unless noted: active = inhibition above about 40%. Rows are unselected; any-hit rate near 0.94%.

COC(=O)c1sc(S(=O)(=O)N2CCN(c3ccccc3)CC2)c(C(=O)OC)c1C was read as RGS4-Gao reg 99, Bcl-B Bim block -10, Bcl-2 Bim block -11, ABCG2 inh 14, RGS7-Gao 98, Bcl-W Bim block -2, RGS8-Gao reg 99, ABCB1 block 1.9, Bim-Bfl-1 -21, Bim-Mcl-1 -4 and Bim-Bcl-XL -8.
For O=C(NCCSCc1ccco1)Nc1ccccc1 the results were RGS4-Gao reg 106, Bcl-B Bim block 0, Bcl-2 Bim block -4, ABCG2 inh 38, RGS7-Gao 107, Bcl-W Bim block -3, RGS8-Gao reg 116, ABCB1 block 0.2, Bim-Bfl-1 1, Bim-Mcl-1 -2 and Bim-Bcl-XL -2.
For CC1C(c2ccccc2)C(C#N)(C#N)C2(C#N)C(=O)NC1(N)C2C (stereo not drawn) the results were RGS4-Gao reg 101, Bcl-B Bim block -2, Bcl-2 Bim block -6, ABCG2 inh 3, RGS7-Gao 102, Bcl-W Bim block 0, RGS8-Gao reg 100, ABCB1 block 0.4, Bim-Bfl-1 -8, Bim-Mcl-1 0 and Bim-Bcl-XL -6.
For CC(=O)Nc1ccc(C(=O)N2CCCC2)cc1 the results were RGS4-Gao reg 101, Bcl-B Bim block -5, Bcl-2 Bim block -2, ABCG2 inh 2, RGS7-Gao 104, Bcl-W Bim block 2, RGS8-Gao reg 103, ABCB1 block 0.2, Bim-Bfl-1 -11, Bim-Mcl-1 4 and Bim-Bcl-XL -2.
Cn1c(Cl)cnc1C(O)c1ccccc1 (stereo not drawn) was read as RGS4-Gao reg 100, Bcl-B Bim block -3, Bcl-2 Bim block -5, ABCG2 inh 2, RGS7-Gao 97, Bcl-W Bim block 2, RGS8-Gao reg 99, ABCB1 block -0.3, Bim-Bfl-1 -9, Bim-Mcl-1 3 and Bim-Bcl-XL 0.
Cc1nnc(SCC(=O)Nc2ncc(Cc3ccc(F)cc3)s2)n1N was read as RGS4-Gao reg 96, Bcl-B Bim block -5, Bcl-2 Bim block 0, ABCG2 inh 5, RGS7-Gao 99, Bcl-W Bim block -1, RGS8-Gao reg 90, ABCB1 block 0.8, Bim-Bfl-1 -2, Bim-Mcl-1 -3 and Bim-Bcl-XL -1.
Screening CCCCCC(=O)N/N=C/c1cccs1 returned RGS4-Gao reg 102, Bcl-B Bim block -9, Bcl-2 Bim block -6, ABCG2 inh 0, RGS7-Gao 104, Bcl-W Bim block 0, RGS8-Gao reg 104, ABCB1 block -0.2, Bim-Bfl-1 -6, Bim-Mcl-1 1 and Bim-Bcl-XL -1.
`CCS(=O)(=O)N1N=C(c2cccc(NS(C)(=O)=O)c2)CC1c1ccc(C)cc1` (stereo not drawn) gave RGS4-Gao reg 102, Bcl-B Bim block -13, Bcl-2 Bim block -8, ABCG2 inh 3, RGS7-Gao 109, Bcl-W Bim block -5, RGS8-Gao reg 100, ABCB1 block 0.9, Bim-Bfl-1 -5, Bim-Mcl-1 -6 and Bim-Bcl-XL -2.
Cc1cc(C(=O)N2CCN(C(=O)c3ccco3)CC2)ccc1[N+](=O)[O-] was read as RGS4-Gao reg 101, Bcl-B Bim block 0, Bcl-2 Bim block 3, ABCG2 inh 2, RGS7-Gao inconclusive, Bcl-W Bim block -4, RGS8-Gao reg 99, ABCB1 block 0.3, Bim-Bfl-1 2, Bim-Mcl-1 0 and Bim-Bcl-XL -3.
`O=C(O)c1cnn2c(C(F)F)cc(C3CC3)nc12` gave RGS4-Gao reg 89, Bcl-B Bim block 0, Bcl-2 Bim block 2, ABCG2 inh 0, RGS7-Gao 90, Bcl-W Bim block -1, RGS8-Gao reg 97, ABCB1 block 0.0, Bim-Bfl-1 1, Bim-Mcl-1 1 and Bim-Bcl-XL 0.
Nc1ccc(N2CCOCC2)c2nonc12 was read as RGS4-Gao reg 100, Bcl-B Bim block -4, Bcl-2 Bim block 5, ABCG2 inh 6, RGS7-Gao 99, Bcl-W Bim block 2, RGS8-Gao reg 100, ABCB1 block 1.1, Bim-Bfl-1 5, Bim-Mcl-1 1 and Bim-Bcl-XL -1.
COc1ccc(NS(=O)(=O)c2cccc(C(=O)OCC(=O)Nc3cc(C)on3)c2)cc1 was read as RGS4-Gao reg 97, Bcl-B Bim block 0, Bcl-2 Bim block -2, ABCG2 inh 4, RGS7-Gao 93, Bcl-W Bim block 1, RGS8-Gao reg 100, ABCB1 block 0.3, Bim-Bfl-1 -2, Bim-Mcl-1 -1 and Bim-Bcl-XL -5.
Cc1nc2ccc(N)cc2s1 was read as RGS4-Gao reg 103, Bcl-B Bim block -5, Bcl-2 Bim block -11, ABCG2 inh -2, RGS7-Gao 106, Bcl-W Bim block 2, RGS8-Gao reg 102, ABCB1 block -2.5, Bim-Bfl-1 -10, Bim-Mcl-1 -2 and Bim-Bcl-XL -2.
`O=C(Oc1ccc(C(=S)N2CCC(O)CC2)cc1)c1ccc(Cl)cc1` gave RGS4-Gao reg 97, Bcl-B Bim block -4, Bcl-2 Bim block 10, ABCG2 inh 2, RGS7-Gao 100, Bcl-W Bim block 9, RGS8-Gao reg 97, ABCB1 block 0.9, Bim-Bfl-1 1, Bim-Mcl-1 -1 and Bim-Bcl-XL 6.
Screening CCN(CC1COc2ccccc2O1)C(=S)NCCCN(C)C (stereo not drawn) returned RGS4-Gao reg 94, Bcl-B Bim block -4, Bcl-2 Bim block -2, ABCG2 inh 0, RGS7-Gao inconclusive, Bcl-W Bim block -1, RGS8-Gao reg 96, ABCB1 block -0.1, Bim-Bfl-1 -3, Bim-Mcl-1 0 and Bim-Bcl-XL -4.

Overlap with the part before: two entries, then new ones.
`O=C(Oc1ccc(C(=S)N2CCC(O)CC2)cc1)c1ccc(Cl)cc1` gave RGS4-Gao reg 97, Bcl-B Bim block -4, Bcl-2 Bim block 10, ABCG2 inh 2, RGS7-Gao 100, Bcl-W Bim block 9, RGS8-Gao reg 97, ABCB1 block 0.9, Bim-Bfl-1 1, Bim-Mcl-1 -1 and Bim-Bcl-XL 6.
Screening CCN(CC1COc2ccccc2O1)C(=S)NCCCN(C)C (stereo not drawn) returned RGS4-Gao reg 94, Bcl-B Bim block -4, Bcl-2 Bim block -2, ABCG2 inh 0, RGS7-Gao inconclusive, Bcl-W Bim block -1, RGS8-Gao reg 96, ABCB1 block -0.1, Bim-Bfl-1 -3, Bim-Mcl-1 0 and Bim-Bcl-XL -4.
Screening CCCC(=O)N1CCc2[nH]c3ccccc3c2C1 returned RGS4-Gao reg 105, Bcl-B Bim block 3, Bcl-2 Bim block 2, ABCG2 inh 14, RGS7-Gao 104, Bcl-W Bim block 3, RGS8-Gao reg 97, ABCB1 block 0.2, Bim-Bfl-1 0, Bim-Mcl-1 1 and Bim-Bcl-XL 6.
Screening Cc1cc(C)nc(N(C#N)CC(=O)Nc2ccccc2)n1 returned RGS4-Gao reg 83, Bcl-B Bim block -2, Bcl-2 Bim block -5, ABCG2 inh 12, RGS7-Gao 85, Bcl-W Bim block -1, RGS8-Gao reg 102, ABCB1 block 1.2, Bim-Bfl-1 -1, Bim-Mcl-1 -3 and Bim-Bcl-XL 0.
Screening CNC(=S)Nc1cccc(S(=O)(=O)NC2=NCCC2)c1 returned RGS4-Gao reg 101, Bcl-B Bim block -11, Bcl-2 Bim block -2, ABCG2 inh 0, RGS7-Gao 102, Bcl-W Bim block 0, RGS8-Gao reg 101, ABCB1 block 0.3, Bim-Bfl-1 -2, Bim-Mcl-1 -1 and Bim-Bcl-XL 0.
For Cc1coc(C)c1C(=O)CC1(O)C(=O)N(Cc2ccccc2)c2ccccc21 (stereo not drawn) the results were RGS4-Gao reg 100, Bcl-B Bim block -8, Bcl-2 Bim block -11, ABCG2 inh 1, RGS7-Gao 102, Bcl-W Bim block 0, RGS8-Gao reg 100, ABCB1 block 0.9, Bim-Bfl-1 -16, Bim-Mcl-1 0 and Bim-Bcl-XL -16.
`COC(=O)c1ccc(CSc2ccc3nnc(-c4ccccc4)n3n2)o1` gave RGS4-Gao reg 104, Bcl-B Bim block -9, Bcl-2 Bim block -11, ABCG2 inh 4, RGS7-Gao 104, Bcl-W Bim block -1, RGS8-Gao reg 102, ABCB1 block 2.6, Bim-Bfl-1 -11, Bim-Mcl-1 -2 and Bim-Bcl-XL -5.
For CC1(C)SC(=S)N(Cc2ccc3c(c2)OCO3)C1N(O)C(=O)NC1CCCCC1 (stereo not drawn) the results were RGS4-Gao reg 99, Bcl-B Bim block -2, Bcl-2 Bim block 3, ABCG2 inh 4, RGS7-Gao 99, Bcl-W Bim block -1, RGS8-Gao reg 101, ABCB1 block 2.7, Bim-Bfl-1 2, Bim-Mcl-1 0 and Bim-Bcl-XL 0.
Screening COCCSc1nnc(NC(=O)c2ccc3c(c2)OCO3)s1 returned RGS4-Gao reg 98, Bcl-B Bim block -7, Bcl-2 Bim block -3, ABCG2 inh 0, RGS7-Gao inconclusive, Bcl-W Bim block -4, RGS8-Gao reg 100, ABCB1 block 0.1, Bim-Bfl-1 -6, Bim-Mcl-1 -1 and Bim-Bcl-XL -5.
`Cc1ccc2c(c1)N(Cc1ccc3c(c1)OCO3)C(=O)C(C)O2` (stereo not drawn) gave RGS4-Gao reg 99, Bcl-B Bim block 0, Bcl-2 Bim block -1, ABCG2 inh 0, RGS7-Gao 99, Bcl-W Bim block -1, RGS8-Gao reg 102, ABCB1 block -0.2, Bim-Bfl-1 1, Bim-Mcl-1 0 and Bim-Bcl-XL 0.
`CC1(c2ccccc2)NC(=S)N2C1NC(=S)N2c1ccccc1` (stereo not drawn) gave RGS4-Gao reg 100, Bcl-B Bim block -9, Bcl-2 Bim block -9, ABCG2 inh -1, RGS7-Gao 101, Bcl-W Bim block -2, RGS8-Gao reg 100, ABCB1 block -0.2, Bim-Bfl-1 -6, Bim-Mcl-1 -3 and Bim-Bcl-XL -5.
Screening CC(C)CN(CC(C)C)C(=O)CCCC(=O)N(CC(C)C)CC(C)C returned RGS4-Gao reg 99, Bcl-B Bim block -3, Bcl-2 Bim block -2, ABCG2 inh -1, RGS7-Gao 101, Bcl-W Bim block -5, RGS8-Gao reg 101, ABCB1 block 0.9, Bim-Bfl-1 -2, Bim-Mcl-1 -4 and Bim-Bcl-XL -7.
For O=C(CSc1nnc(-c2ccc(F)cc2)c2ccccc12)Nc1c(F)cccc1F the results were RGS4-Gao reg 95, Bcl-B Bim block -9, Bcl-2 Bim block 0, ABCG2 inh 28, RGS7-Gao 98, Bcl-W Bim block -7, RGS8-Gao reg 94, ABCB1 block 5.4, Bim-Bfl-1 -2, Bim-Mcl-1 -7 and Bim-Bcl-XL -3.
